Tau fluor counter = counter-screen for tau fibril formation inhibitors | tau K18 P301L Alexa594 fluorescence, heparin fibrillization | 280,000 tested, 0.93% active | Potency, µM (titrated, usually from 57.7 µM), inactives show at the top dose activity change, negative = decrease | AID 1463; further: on the % scale 0 is the no-effect control and ±100 the full control effect; nearly all actives have a fitted effect of over 55% in size
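Human tau K18 P301L (15 uM unlabeled, 0.24 uM Alexa 594-labeled) in 100 mM sodium acetate pH 7 with 20 uM heparin, 6 hr at 37 C. ThT 30 uM added, 1 hr ambient; Alexa 594 FP and total fluorescence read at 555/632 nm.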
L3MBTL1 inh = inhibitors of human L3MBTL1; Potency, µM (highest dose often 57.1 µM), inactives show at the top dose activity, negative = inhibition, actives largely listed as inhibitors; Q9Y468; AlphaScreen L3MBTL1–H3K9me1 peptide binding; 230,000 tested, 0.66% active; further: on the % scale 0 is the no-effect control and ±100 the full control effect; nearly all actives have a fitted effect of over 60% in size
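L3MBTL1 (50 nM) pre-complexed 30 min with biotinylated H3(1-15)K9me1 peptide (75 nM), then compounds added for 30 min at room temperature; AlphaScreen streptavidin donor/nickel chelate acceptor beads (10 ug/mL final) read after 30 min dark incubation.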
Tau FP inhib = blocks human tau fibril formation measured by polarization; 280,000 tested, 0.39% active; P10636; K18 P301L tau heparin fibrillization, Alexa594 FP, 6 h; Potency, µM (series often up to 57.7 µM), for inactives: at the top dose activity, negative = inhibition, usual class: inhibitors; further: on the % scale 0 is the no-effect control and ±100 the full control effect; nearly all actives have a fitted effect of over 55% in size
Target sequence (P10636 561-689 P618L limits assumed): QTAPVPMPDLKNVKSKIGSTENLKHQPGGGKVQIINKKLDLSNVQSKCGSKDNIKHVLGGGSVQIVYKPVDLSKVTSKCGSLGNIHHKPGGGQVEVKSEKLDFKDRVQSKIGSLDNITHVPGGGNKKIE
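Steps: dispense K18 P301L tau (15 uM plus 0.24 uM Alexa 594 tracer, final) in pH 7 sodium acetate; add compound; add heparin (20 uM final); incubate 6 hr, 37 C; add ThT (30 uM final); after 1 hr ambient, read FP.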
RECQ1 inh = blocks DNA unwinding by human RECQ1 | P46063 | RECQ1 DNA unwinding, red fluorescence kinetic read | Potency, µM (top dose mostly 57.3 µM), inactives show top-dose activity, negative = inhibition, most hits filed as inhibitors | 240,000 tested, 0.54% active | AID 2549;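 further: plate controls were vehicle for no effect and no enzyme for full effect; nearly all actives have a fitted effect of over 30% in size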
Target sequence (P46063 whole entry, looked up): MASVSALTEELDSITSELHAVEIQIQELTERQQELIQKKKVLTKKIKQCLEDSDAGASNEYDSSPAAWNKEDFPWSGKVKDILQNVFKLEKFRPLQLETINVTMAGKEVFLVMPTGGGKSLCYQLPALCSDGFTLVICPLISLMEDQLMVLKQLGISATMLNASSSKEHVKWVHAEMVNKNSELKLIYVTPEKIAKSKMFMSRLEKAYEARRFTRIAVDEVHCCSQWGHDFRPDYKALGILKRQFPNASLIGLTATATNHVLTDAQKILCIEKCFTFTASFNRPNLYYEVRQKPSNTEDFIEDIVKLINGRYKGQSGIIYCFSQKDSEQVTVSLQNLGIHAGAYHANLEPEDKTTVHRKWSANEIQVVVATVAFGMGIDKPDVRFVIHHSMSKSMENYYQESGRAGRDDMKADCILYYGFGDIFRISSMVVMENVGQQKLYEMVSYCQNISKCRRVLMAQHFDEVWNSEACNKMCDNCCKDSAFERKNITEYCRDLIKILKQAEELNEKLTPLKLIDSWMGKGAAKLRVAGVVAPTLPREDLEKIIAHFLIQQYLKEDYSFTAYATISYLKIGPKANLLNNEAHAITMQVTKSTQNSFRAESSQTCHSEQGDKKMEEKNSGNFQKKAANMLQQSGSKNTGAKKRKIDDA
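RECQ1T1 50 nM; forked duplex (20 bp + 30-nt ss tails) 200 nM, ATP 2 mM final; pH 8.0, 2 mM MgCl2, 2.5 ug/ml poly(dI-dC); 15 min compound preincubation; discontinuous kinetic read over 2 h at RT.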
TexasRed fluor = alters Texas Red total fluorescence, flagging assay interference; TRb/SRC2 Texas Red total fluorescence interference; Potency, µM (titrated, usually from 106 µM), for inactives: at the highest dose fluorescence change, negative = quenching; AID 1479; 280,000 tested, 0.29% active; active means well fitted curve in either direction with a large enough effect; inconclusive means small, poorly fitted or top-dose-only effect; further: on the % scale 0 is the no-effect control and ±100 the full control effect
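Flags fluorescent or light-absorbing compounds by total fluorescence, S + 2P, at 555 nm excitation and 632 nm emission. Mixture: 20 nM Texas Red SRC2 peptide, 0.6 uM human TRb LBD, 1 uM T3, 5% DMSO; compound exposure 5 h at ambient temperature.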
TRb-SRC2 inh = disrupts binding of human TR beta to SRC2; P10828; TRbeta-SRC2 peptide binding, fluorescence polarization; receptor liganded with 1 µM T3; Potency, µM (top dose mostly 106 µM), without a hit: at the highest dose activity change, negative = inhibition, hits mostly inhibitors; 280,000 tested, 0.065% active; AID 1469;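 further: plate controls were bound peptide for no effect and peptide without receptor for full effect; nearly all actives have a fitted effect of over 50% in size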
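Fluorescence polarization of 20 nM Texas Red SRC2 peptide with 0.6 uM human TRb ligand-binding domain, in Tris buffer with 1uM T3 and 5% DMSO. Incubated 5 hr ambient; normalized to unbound and bound controls.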
HTT ATP protect = Huntington cell model cytoprotection by ATP luminescence. PC12 HTT-Q103 induced, cytoprotection, ATP luminescence, 40 h. Potency, µM (titrated, usually from 56.4 µM), for the others: cytoprotection (ATP increase), most hits filed as activators. 230,000 tested, 0.14% active;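 further: % of control where 0% means no effect; nearly all actives have a fitted effect of over 45% in size; toxic huntingtin expression switched on by the ecdysone agonist tebufenozide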
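Stable PC12 Q103-GFP cells in serum-supplemented, phenol red-free DMEM; induction by tebufenozide at 100 nM final; compound dose series; cell viability quantified luminescently from ATP.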
Tau ThT inhib = blocks human tau fibril formation measured by thioflavin T. recombinant tau K18 P301L, heparin-induced fibrillization, ThT fluorescence. Potency, µM (top dose mostly 57.4 µM), for inactives: at the top dose activity, negative = inhibition, most hits filed as inhibitors. P10636. 270,000 tested, 2.1% active; further: on the % scale 0 is the no-effect control and ±100 the full control effect; nearly all actives have a fitted effect of over 55% in size
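Using a mix of unlabeled (15 uM) and Alexa 594-labeled (0.24 uM) tau K18 P301L, heparin-triggered fibrillization over 6 hr at 37 C was scored by ThT fluorescence.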
An asterisk follows results filed as active; i = inactive; ? = inconclusive; nt = no result given; [ ] = another dose, or the depositor's remark. Unless noted, the call rests on the fitted dose curve; in most records, active means well fitted curve in the direction sought with a large enough effect; inconclusive means small, poorly fitted or top-dose-only effect, or another doubt; inactive means no such curve, though single readings can be large; an effect the other way counts as inactive or inconclusive. Potency means the concentration at half of the fitted maximal effect. These rows are one share of the data. The share of hits here may be higher or lower than overall.

SMILES	Tau fluor counter	L3MBTL1 inh	Tau FP inhib	RECQ1 inh	TexasRed fluor	TRb-SRC2 inh	HTT ATP protect	Tau ThT inhib
CSc1nnc(C(C)(C)C)c(=O)n1/N=C/c1c(O)ccc2ccccc12	-13%	-8%	-6%	0%	1%	-2%	11%[10 µM]	-5%
COc1cccc(C(=O)CSc2nnc(CNc3nc(-c4ccccc4)cs3)n2C)c1	-26%	-5%	7%	-4%	-2%	8%	7%[10 µM]	?
O=C1CCC(C(=O)Nc2cccc(S(=O)(=O)N3CCOCC3)c2)N1 (centres undefined)	6%	3%	4%	i	-1%	-2%	nt	4%
CC(C)c1c(O)c(-c2cc3c(c(C(C)C)c2O)CCC2C(C)(C)CCC[C@@]32C)cc2c1CCC1C(C)(C)CCC[C@@]21C (some centres undefined)	-13%	nt	-17%	i	-1%	-1%	-39%[inhibitor]	-3%
CC[C@@]1(O)C(=O)OCc2c1cc1n(c2=O)Cc2cc3c(CN(C)C)c(O)ccc3nc2-1	-6%	nt	-2%	-9%	0%	1%	-32%[inhibitor][10 µM]	?
CCc1ccccc1N(C)C(=O)C1CCCN(c2ncnc3c2nc2n3CCCCC2)C1 (centres undefined)	10%	nt	7%	nt	-1%	1%	nt	0%
CC1CCC2(CC1)NC(=O)N(CC(=O)Nc1ccc3c(c1)OCCO3)C2=O (centres undefined)	3%	2%	-2%	-14%	-3%	0%	nt	3%
CN(C)/C=C/C(=O)c1cnc(-c2cccc(Cl)c2)s1	-3%	-6%	1%	i	2%	0%	-27%	?
CCOC(=O)C1(Cc2ccccc2)CCN(Cc2cccc3c2OCO3)CC1	-8%	-17%	8%	i	0%	1%	1%[10 µM]	-6%
O=C(COC(=O)c1cncc(Br)c1)NCc1ccco1	7%	-89%	-6%	14µM*	-14%	-14%	6%	6%
O=C(Cn1ncc2ccsc2c1=O)N1CCN(c2ccc(Cl)cc2)CC1	-13%	nt	1%	nt	0%	5%	nt	?
CCOC(=O)N1CCN(C(=O)c2cc(-n3cnnc3)ccc2Cl)CC1	7%	nt	2%	-13%	1%	-8%	-15%[0.074 µM]	5%
O=C(N/N=C\C=C\c1ccc2c(c1)OCO2)C1COc2cc3ccccc3cc2O1 (centres undefined)	?	-4%	?	-6%	-3%	-1%	?	?
CC(=O)Nc1cccc(C(=O)OCc2ccc([N+](=O)[O-])cc2)c1	-2%	4%	4%	-5%	-2%	-3%	-62%[inhibitor]	1%
CCn1ccnc1CN(C)Cc1cn[nH]c1-c1ccc(F)cc1F	6%	?	-1%	13%	0%	9%	9%[10 µM]	-2%
CC(=O)Oc1ccc(C2OC(=O)c3ccccc3N2C(C)=O)cc1 (centres undefined)	-7%	nt	3%	1%	0%	-5%	13%[10 µM]	-13%
O=C(NC1CC2CCCC(C1)N2Cc1ccccc1)C1CCCCC1 (centres undefined)	3%	5%	-6%	i	-1%	3%	21%[10 µM]	-2%
COC(=O)c1cc(NC(=O)c2cc(C(C)(C)C)nn2Cc2cccc(C)c2)ccc1N1CCOCC1	0%[0.0958 µM]	nt	0%[0.0958 µM]	-11%	-2%	-6%	-17%[10 µM]	nt
Cc1ccc(C2C(C#N)=C(N)N(c3ncn[nH]3)C3=C2C(=O)CC(C)(C)C3)cc1 (centres undefined)	-8%	nt	1%	i	-4%	-1%	-18%	-7%
Cc1cc(C)c2nc(N(Cc3cccnc3)C(=O)CCOc3ccccc3)sc2c1	2%	nt	-6%	nt	1%	2%	nt	5%
O=C(Nc1cccnc1)c1ccccc1F	-3%	5%	3%	-1%	0%	7%	-3%	-10%
CSC1=NC2C(N1)N(C)C(=O)N2C (centres undefined)	-3%	nt	0%	8%	0%	-9%	6%	-1%
Cc1cc(NC(=O)CSc2nc3ccccc3[nH]2)no1	-10%	1%	-3%	-10%	-8%	-5%	-3%[0.074 µM]	-5%
CCC1CCCCN1C(=O)COc1cc(=O)n(C)c2ccccc12 (centres undefined)	-6%	nt	1%	-4%	3%	4%	-15%	-22%
COC(=O)CN1C(=S)N(c2ccc(OC)cc2)C(=O)/C1=C/c1ccc(N2CCOCC2)cc1	-28%	-8%[11.4 µM]	13%	i	2%	-5%	-37%[inhibitor]	?
Later entries
SMILES	Tau fluor counter	L3MBTL1 inh	Tau FP inhib	RECQ1 inh	TexasRed fluor	TRb-SRC2 inh	HTT ATP protect	Tau ThT inhib
CSC1=NCCN1C(=O)Cc1cccc2ccccc12	?	nt	15%	-4%	-1%	-1%	-10%[10 µM]	nt
COc1cc(/C=N/N2C(C)CCCC2C)cc(Br)c1O (centres undefined)	-14%	0%	1%	-15%	2%	0%	-53%[inhibitor]	-14%
Cc1ccc(SCC(=O)Nc2cccc(-c3nnc(-c4ccco4)o3)c2)cc1	?	6%	?	-14%	-4%	-3%	-5%[10 µM]	-19%
COCCCN(C(=O)c1ccco1)c1nc(-c2cc(OC)ccc2OC)cs1	-18%	-4%	-9%	-8%	-3%	-1%	-4%[10 µM]	-17%
CCOc1ccc(-c2oc3ccc(C)cc3c(=O)c2O)cc1	-27%	nt	?	nt	-4%	8%	nt	?
COC(=O)c1cn(C(=O)c2ccccc2)c2ccccc12	-11%	19%	-6%	i	?	-1%	-14%[10 µM]	-1%
C[C@H]1C(=O)N(C)CCN1C(=O)c1ccccc1OC1CCN(S(C)(=O)=O)CC1	-10%	-13%	-3%	1%	-1%	-8%	-14%[10 µM]	-8%
C/C(=N\NC(=O)c1ccc(CN2CCOCC2)cc1)c1ccc([N+](=O)[O-])cc1	-3%	19%	-4%	-3%	-2%	-2%	-1%[10 µM]	3%
CC(C)Cc1csc(NC(=O)c2ccccc2Cl)c1C(=O)O	14%	10%	-1%	-17%	-5%	2%	-15%[10 µM]	5%
O=C(NCc1ccco1)c1cc([N+](=O)[O-])cc([N+](=O)[O-])c1	8%	-6%	5%	7%	-2%	1%	-1%[10 µM]	14%
O=C(OCc1ccc(Cl)cc1)c1ccccc1C(=O)c1ccccc1	-16%	49%[activator]	-2%	-18%	-5%	3%	8%	-9%
CCCCN1C(=O)/C(=C2/Sc3ccccc3N2C)S/C1=N\c1ncn[nH]1	-1%	?	-2%	-8%	0%[53 µM]	9%[53 µM]	-65%[inhibitor][10 µM]	3%
O=C(/C(C=Nc1cccc(C(F)(F)F)c1)=C(/O)c1ccco1)C(F)(F)F	5%	8%	8%	-1%	0%	4%	6%[10 µM]	5%
CCOc1ccccc1Oc1coc2cc(OC(=O)c3ccco3)ccc2c1=O	-1%	-3%	8%	-3%	-1%	0%	1%	-7%
Cc1cc(C)c2c(c1)cc(C)c1nnc(SCC(=O)Nc3ccccc3N3CCOCC3)n12	-18%	1%	8%	-1%	-4%	-13%	21%[10 µM]	?
Cc1cccc(CCNC(=O)c2ccc3c(c2)nc2n3CCOC2)c1	0%	nt	-5%	nt	0%	-3%	nt	?
CCCCNC(=S)N/N=C/c1ccc(C#N)cc1	-15%	-5%	-9%	-14%	1%	7%	-15%[10 µM]	-5%
CCN1C(=O)CC(N2CCN(CC(=O)NC(C)C)CC2)C1=O (centres undefined)	0%	0%	-1%	-2%	-4%	4%	1%	-10%
COc1ccc(/C=N\NC(=O)c2ccc(Cn3cc(Br)c([N+](=O)[O-])n3)o2)c(OC)c1C	-22%	10%	-5%	-2%	1%	7%	-1%[10 µM]	-11%

Some of these compounds in order of length of the SMILES, ascending.
SMILES	Tau fluor counter	L3MBTL1 inh	Tau FP inhib	RECQ1 inh	TexasRed fluor	TRb-SRC2 inh	HTT ATP protect	Tau ThT inhib
O=C(Nc1cccnc1)c1ccccc1F	-3%	5%	3%	-1%	0%	7%	-3%	-10%
CSC1=NC2C(N1)N(C)C(=O)N2C (centres undefined)	-3%	nt	0%	8%	0%	-9%	6%	-1%
CCCCNC(=S)N/N=C/c1ccc(C#N)cc1	-15%	-5%	-9%	-14%	1%	7%	-15%[10 µM]	-5%
O=C(COC(=O)c1cncc(Br)c1)NCc1ccco1	7%	-89%	-6%	14µM*	-14%	-14%	6%	6%
CCn1ccnc1CN(C)Cc1cn[nH]c1-c1ccc(F)cc1F	6%	?	-1%	13%	0%	9%	9%[10 µM]	-2%
O=C(Cn1ncc2ccsc2c1=O)N1CCN(c2ccc(Cl)cc2)CC1	-13%	nt	1%	nt	0%	5%	nt	?
Cc1cc(C)c2nc(N(Cc3cccnc3)C(=O)CCOc3ccccc3)sc2c1	2%	nt	-6%	nt	1%	2%	nt	5%
O=C(N/N=C\C=C\c1ccc2c(c1)OCO2)C1COc2cc3ccccc3cc2O1 (centres undefined)	?	-4%	?	-6%	-3%	-1%	?	?
O=C(/C(C=Nc1cccc(C(F)(F)F)c1)=C(/O)c1ccco1)C(F)(F)F	5%	8%	8%	-1%	0%	4%	6%[10 µM]	5%
C/C(=N\NC(=O)c1ccc(CN2CCOCC2)cc1)c1ccc([N+](=O)[O-])cc1	-3%	19%	-4%	-3%	-2%	-2%	-1%[10 µM]	3%

Assay outcomes from PubChem BioAssay.
